Shn3 inh set2: reduces Shn3 3'UTR luciferase signal in osteoblasts; AID 588674; 360,000 compounds, 0.52% hits; Clone20 osteoblast Shn3 3'UTR firefly luciferase, 24 h; inhibition, % at 12.5 µM;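 active means mean inhibition of at least 75% with every replicate also reaching 75%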;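 further: 0% = median of neutral control wells and 100% = pilot-screen positive control compound; some compounds past the cut are filed as inactive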
TRPM1 prom inh: reduces MITF-dependent TRPM1 promoter luciferase signal; inhibition, % at 12.5 µM; AID 488899; 330,000 compounds, 0.83% hits; SK-MEL-5 TRPM1 promoter luciferase, 24 h;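 active means mean inhibition across replicates of 60% or more, whatever share of single replicates reaches that level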; further: values of inactives mirror those of a sister screen read the other way
NR2E3 ag-1: activates human NR2E3 receptor. Q9Y5X4. CHO-S Gal4-NCOR/VP16-NR2E3 two-hybrid, luciferase. inhibition of corepressor binding, % at 3.98 µM. 360,000 compounds, 0.35% hits. AID 602229;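 active means inhibition above the mean of all tested compounds plus 3 SD, cut at about 70% in these data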;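 further: 0% = DMSO with NR2E3 transfected cells and 100% = cells lacking NR2E3 construct; higher means lower luciferase signal from less NR2E3 corepressor binding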
Target sequence (Q9Y5X4 whole entry, looked up, the tested form may be a part): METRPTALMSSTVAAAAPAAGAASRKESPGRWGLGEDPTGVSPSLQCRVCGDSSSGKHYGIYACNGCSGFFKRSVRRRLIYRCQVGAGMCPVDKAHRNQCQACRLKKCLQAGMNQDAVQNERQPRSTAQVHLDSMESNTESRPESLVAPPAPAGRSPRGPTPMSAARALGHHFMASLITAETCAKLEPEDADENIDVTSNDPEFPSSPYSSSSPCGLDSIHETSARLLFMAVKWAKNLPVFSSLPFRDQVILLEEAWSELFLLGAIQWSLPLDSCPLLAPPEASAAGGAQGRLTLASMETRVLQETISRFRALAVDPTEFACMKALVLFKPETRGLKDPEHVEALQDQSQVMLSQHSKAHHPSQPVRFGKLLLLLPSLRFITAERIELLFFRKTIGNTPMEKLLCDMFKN
Peg3 promoter: inhibitors of Peg3 promoter; HeLa PEG-Prom luciferase reporter, luminescence, overnight; inhibition, % at 20 µM; 360,000 compounds, 1.7% hits;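 active means inhibition of at least 50% at 20 µM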
PDI turbidity: blocks human protein disulfide isomerase activity | inhibition, % at 10 µM | PDI insulin aggregation turbidity, A650, 90 min | 350,000 compounds, 0.052% hits;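 active means mean inhibition across replicates of 30% or more, whatever share of single replicates reach that level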;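 further: absorbance from insulin aggregation driven by PDI reduction with DTT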
iPSC survival up: increases survival of single human iPS cells | hiPSC single-cell survival, ATPlite luminescence; 100% = ROCK inhibitor wells, 0% = DMSO | 360,000 compounds, 0.044% hits | survival enhancement, % at 20 µM | AID 602274; in the data active means survival enhancement above about 18%;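 further: cells exposed to compounds for 16 hours before the ATP read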
HIF-2a block: blocks HIF-2a reporter activity | AID 624352 | inhibition, % at 18.8 µM | 360,000 compounds, 0.72% hits | 786-0 RCC cells HIF-2a reporter, luciferase luminescence, overnight;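 active means inhibition of the luminescence signal of 40% or more relative to plate controls, in a single-dose primary screen at 18.75 µM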
NR2E3 ag-2: agonists of human nuclear receptor NR2E3 | Q9Y5X4 | GST-NR2E3/biotin-RetCOR TR-FRET, 1536-well | inhibition of corepressor binding, % at 4.78 µM | 320,000 compounds, 0.12% hits | AID 2300;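 active means percent inhibition above the cutoff of mean plus 3 SD of all tested compounds, set per screening campaign, cut at about 20% in these data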;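 further: 0% = DMSO wells and 100% = biotin wells as full block of FRET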
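Assay system: NR2E3–RetCOR corepressor complex. Quantity: 1.35 nM GST-NR2E3. Buffer or medium: pH 7.5 Tris-based buffer. Reagent: biotinylated RetCOR corepressor at 7 nM final. Schedule: 5 h at 4 °C. Detection: TR-FRET, emission read at 617 and 671 nm. Replicates: one well per compound, singlicate testing.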
m5-HT2A agonist: activates the mouse 5-HT2A serotonin receptor | P35363 | CHO-K1 mHTR2A beta-arrestin complementation, luminescence; percent of 30 µM serotonin response | activation, % at 7.6 µM | 360,000 compounds, 0.66% hits | AID 624169;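 active means activation above a run cutoff, the mean activation of all tested compounds plus 3 SD, cut at about 14% in these data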;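 further: 0% = plate median of compound wells and 100% = 30 µM serotonin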
Target sequence (P35363 whole entry, looked up): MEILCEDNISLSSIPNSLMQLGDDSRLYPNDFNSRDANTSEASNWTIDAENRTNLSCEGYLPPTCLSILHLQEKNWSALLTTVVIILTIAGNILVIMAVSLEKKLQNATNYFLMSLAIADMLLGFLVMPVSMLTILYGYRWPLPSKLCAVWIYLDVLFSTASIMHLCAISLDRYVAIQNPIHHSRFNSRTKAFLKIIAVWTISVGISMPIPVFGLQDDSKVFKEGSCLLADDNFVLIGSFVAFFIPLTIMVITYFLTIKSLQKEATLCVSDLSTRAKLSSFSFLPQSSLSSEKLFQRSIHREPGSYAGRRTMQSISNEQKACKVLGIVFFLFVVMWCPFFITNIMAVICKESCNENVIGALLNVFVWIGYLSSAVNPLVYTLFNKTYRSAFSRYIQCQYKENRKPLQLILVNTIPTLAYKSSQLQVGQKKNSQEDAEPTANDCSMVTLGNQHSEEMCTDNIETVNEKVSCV
H9c2 protect: protects H9c2 cardiomyocytes from peroxide injury | H2O2 injury protection, ATPLite, 2 h | protection from H2O2 cell death, % at 20 µM | 360,000 compounds, 0.63% hits | AID 588492;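 active means compounds giving at least 50% protection of heart cells from peroxide-induced death in the single-dose screen, raw or plate-pattern-corrected value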;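 further: 0% = DMSO wells with peroxide and 100% = DMSO wells without peroxide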
CaV13 ICDI inh: Primary screen for inhibitors of IQ motif and Ca2+-dependent inactivation inhibitor domain binding in CACNA1D, Förster resonance energy transfer in living cells, … | 340,000 compounds, 0.098% hits | HEK cells, CFP/YFP FRET ICDI-IQ, plate reader, 10 min; percent FRET-ratio fall versus neutral wells | inhibition, % at 12.3 µM | AID 743397;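 active means mean replicate inhibition of at least 30% and at least 1% of replicates passing that level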;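 further: 0% = median of the neutral control wells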
* hit, by the source's call; · = no result given.

| cpd | SMILES | Shn3 inh set2 | TRPM1 prom inh | NR2E3 ag-1 | Peg3 promoter | PDI turbidity | iPSC survival up | HIF-2a block | NR2E3 ag-2 | m5-HT2A agonist | H9c2 protect | CaV13 ICDI inh |
| --- | --- | --- | --- | --- | --- | --- | --- | --- | --- | --- | --- | --- |
| 1 | Cc1c(NC(=O)C2CCCO2)cccc1[N+](=O)[O-] (stereo unspecified) | 0 | 7 | -13 | -7 | 4 | 3.8 | 7 | -1 | 4 | -1 | -6 |
| 2 | Cc1ccc(C(=O)N/C(N)=N/c2nc3ccccc3o2)cc1 | -38 | -44 | -22 | -97 | 0 | -3.3 | -119 | 4 | 2 | -16 | · |
| 3 | COc1ccc(CCNC(=O)c2cc(S(=O)(=O)N3CCC4(CC3)OCCO4)ccc2F)cc1OC | 24 | 13 | 2 | 16 | 2 | -0.6 | 9 | 0 | 0 | -11 | -4 |
| 4 | O=C(NCCS(=O)(=O)NCc1ccc(F)cc1)c1ccccc1 | 2 | 0 | 13 | 11 | 3 | -0.5 | 13 | -3 | -9 | -1 | -7 |
| 5 | COc1ccc(CCNC(=O)C2CCN(C(=O)c3cccs3)CC2)cc1 | 12 | 0 | -17 | -9 | 10 | -0.7 | 3 | 0 | 2 | -4 | -5 |
| 6 | C=CCSc1nc(N)c(C(=O)Nc2ccccc2)cc1C#N | -6 | -16 | -8 | -1 | 0 | -4.2 | -40 | 4 | 2 | -1 | -8 |
| 7 | COc1ccccc1N1CC(C(=O)NCCN2C(=O)S/C(=C\c3cccnc3)C2=O)CC1=O (stereo unspecified) | -15 | 1 | -8 | 21 | -6 | -0.5 | 4 | -1 | -1 | 3 | -5 |
| 8 | COc1ccc(C(=S)N2CCCC2)cc1Br | 2 | 4 | -21 | 14 | 11 | -0.8 | 6 | 0 | -1 | 2 | -12 |
| 9 | CCOc1ccc(C(=O)CCC(=O)N(CC)CC(=O)NCc2ccc(Cl)cc2)cc1 | -4 | -8 | -47 | 1 | 2 | 1.0 | -13 | 1 | -2 | 5 | -5 |
| 10 | N#Cc1c(Cl)cccc1-n1ccnc1 | -8 | 0 | 8 | 5 | -2 | -2.4 | 5 | 4 | 0 | 5 | -4 |
| 11 | Cc1noc(C)c1C(=O)NC1=NCCS1 | 7 | 4 | 24 | -12 | -4 | 0.0 | 4 | 6 | 3 | -6 | · |
| 12 | N/C(=N\OC(=O)CCCOc1ccccc1)c1ccccc1 | -15 | 2 | -39 | -21 | 5 | 1.1 | -89 | -4 | 5 | 2 | 18 |
| 13 | CS(=O)(=O)C1=C(O)C(=O)N(CCCC(=O)O)C1c1ccccc1F (stereo unspecified) | 5 | 4 | 20 | 22 | 0 | -0.4 | 7 | 0 | -3 | 3 | -4 |
| 14 | CCc1nc2ccc(C(=O)N3CCN(S(=O)(=O)CC)CC3)cn2c1N(C)C(=O)C1CCCCC1 | 5 | · | -4 | 4 | -2 | 0.0 | 0 | · | 1 | -4 | -13 |
| 15 | COc1cc(C2NC(=O)C(C#N)=C(Nc3cccc(C)c3)S2)ccc1O (stereo unspecified) | 4 | 8 | 13 | 20 | -7 | -0.6 | 6 | -5 | -1 | -2 | -5 |
| 16 | c1ccc(Cc2nnc(N3CCOCC3)c3ccccc23)cc1 | -5 | 0 | 0 | 8 | 5 | 3.7 | 12 | 2 | 4 | 6 | -5 |
| 17 | CC(=O)Nc1nnc(SCC(=O)Nc2ccc3c(c2)OCCO3)s1 | 3 | -1 | -17 | 10 | 6 | -0.3 | 3 | 2 | 0 | 4 | -6 |
| 18 | COc1ccc(OCCN2CCC(C(=O)NC(C)c3cccc4ccccc34)CC2)cc1 (stereo unspecified) | 47 | · | 6 | 1 | 0 | 1.9 | 3 | · | -8 | 6 | -11 |
| 19 | Cc1ccc(/C=C/C(=O)OCC(=O)Nc2cccc(S(=O)(=O)N(C)C)c2)o1 | 6 | 2 | -10 | -1 | 5 | 1.2 | 2 | 0 | -2 | -6 | -5 |
| 20 | CC(=O)c1ccc(C(=O)N2CCCC(CO)(Cc3ccccc3C)C2)s1 (stereo unspecified) | 11 | 0 | 1 | 10 | 8 | 0.0 | 12 | · | 1 | -5 | -5 |
| 21 | CCn1c(/C=C/c2ccccc2F)nc2ccccc2c1=O | 1 | -2 | -9 | -16 | 8 | 0.0 | -61 | · | -4 | 13 | -22 |
| 22 | CCCCNC(=O)O[C@H]1C[C@@H]2CCN3C(=O)CCC[C@H]([C@H]1Cc1ccccc1)[C@H]23 | 33 | 3 | 25 | 1 | 1 | 0.0 | -2 | 2 | -1 | 0 | 1 |
| 23 | CCCCN(CC)c1nc(N)c2c(N)nc(OCC)cc2c1C#N | 29 | 5 | -22 | 5 | -9 | 1.7 | 10 | 0 | -7 | -4 | -6 |
| 24 | S=C(NCc1ccco1)Nc1ccc(N2CCOCC2)cc1 | -36 | -13 | -10 | -28 | 7 | 5.5 | -38 | -6 | 0 | 0 | -5 |
| 25 | c1cc2cn[nH]c2cc1NC1CCCCCC1 | 6 | 12 | -21 | -18 | -1 | -1.3 | -29 | -2 | 6 | -6 | -9 |
| 26 | O=C(O)CC1(CC(=O)Nc2cc(F)ccc2Cl)CCCCC1 | -5 | -2 | 15 | -11 | 0 | 0.1 | 11 | -3 | 8 | -1 | -21 |
| 27 | CC1(C)CC(=O)C(C(c2ccc(F)cc2)C2C(=O)CC(C)(C)CC2=O)C(=O)C1 | -7 | 7 | -7 | 8 | 0 | 6.6 | 17 | 5 | 3 | 9 | -13 |
| 28 | CC(NC(=O)CN(C)CC(=O)Nc1ccc(Cl)cc1)c1ccc(F)cc1 (stereo unspecified) | 13 | 8 | -8 | 0 | -1 | -0.4 | 12 | · | -9 | -1 | -5 |
| 29 | CCCNC(=O)c1nnsc1S(=O)(=O)c1ccc(Cl)cc1 | 92* | 86* | 8 | 101* | -2 | -5.0 | 79* | · | -3 | -20 | -4 |
| 30 | COc1ccc(S(=O)(=O)N2CCN(C(=O)c3ccco3)CC2)cc1C(C)(C)C | 2 | 0 | -3 | 21 | -5 | 0.1 | 21 | 3 | -1 | -1 | -10 |
| 31 | Cc1ccc(NC(=O)COC(=O)C(NS(=O)(=O)c2ccc(Cl)cc2)C(C)O)cc1C (stereo unspecified) | 5 | -3 | 1 | 5 | 10 | 0.5 | 11 | 0 | -1 | -6 | -3 |
| 32 | CC(C)N(C(=O)COC(=O)c1cccc(C(=O)OCC(=O)N(C(C)C)C(C)C)n1)C(C)C | 6 | -1 | -29 | 1 | -7 | 0.7 | 13 | 2 | 1 | 1 | -5 |
| 33 | CC(C)(C)NC(=O)NC(=O)COC(=O)c1ccc(OC(F)(F)F)cc1 | 11 | 13 | -8 | -14 | -4 | 6.3 | 6 | 2 | 8 | -5 | -5 |
| 34 | COc1ccc(OC)c(NC(=O)c2[nH]c(C)c(C(C)=O)c2C)c1 | -16 | 6 | -19 | -54 | 4 | 3.4 | -93 | -2 | 1 | 9 | -5 |
| 35 | CCCc1noc2c1/C(=N\O)CC(CC(C)SCC)C2 (stereo unspecified) | 6 | 0 | -44 | -85 | -1 | 1.4 | -75 | 3 | 5 | 1 | -8 |
| 36 | O=C(NCCN1CCOCC1)C1CCC(=O)N1Cc1ccccc1Cl (stereo unspecified) | 7 | -2 | -3 | 0 | -9 | 3.5 | 6 | 1 | 3 | 7 | · |
| 37 | Cc1ccc(S(=O)(=O)N2CCOCC2)cc1C(=O)NCCN1C(=O)S/C(=C\c2ccccc2Cl)C1=O | -1 | -32 | 8 | 45 | 5 | 3.0 | 21 | 2 | -2 | 13 | -4 |
| 38 | CCOC(=O)C1=C(N)Oc2cc(C)[nH]c(=O)c2C1c1ccncc1 (stereo unspecified) | -8 | 1 | -15 | 17 | 4 | 1.8 | 26 | 2 | 2 | -3 | · |
| 39 | COc1ccc(S(=O)(=O)N(C)C(C)CCc2ccco2)cc1 (stereo unspecified) | 12 | -39 | -4 | 5 | 10 | -0.3 | 15 | 2 | 8 | 4 | -2 |
| 40 | N/C(=N\OC(=O)c1ccc(Br)cc1)c1ccccc1 | -39 | -74 | -50 | -250 | 1 | -0.6 | -262 | 2 | 1 | -19 | -9 |
| 41 | CCC(=O)Nc1ccc(Cl)c(NC(=S)NC(=O)COc2ccccc2)c1 | -2 | 3 | -7 | 2 | 2 | 0.1 | -14 | 4 | 10 | -2 | -12 |
| 42 | CC1CN(S(=O)(=O)c2ccccc2)CC(C)O1 (stereo unspecified) | -13 | -7 | -6 | -14 | 13 | 0.1 | 16 | 3 | -1 | 3 | -5 |
| 43 | CCOc1ccc(N=C(/C(C(=O)C(=O)N2CCOCC2)=C(/O)c2ccccc2)c2ccccc2)cc1 | -59 | -63 | -134 | -196 | -3 | 2.0 | -263 | -4 | -8 | -4 | -3 |
| 44 | Cc1cccc(N2CCN(C(=O)C3CCC(=O)N(C4CC4)C3)CC2)c1C (stereo unspecified) | -1 | 7 | -20 | 8 | -10 | -0.3 | -23 | 3 | -1 | 2 | -5 |
| 45 | Cc1ccc(C)c(-n2c(Cc3cc(=O)[nH]c(=O)[nH]3)nnc2SCC(=O)NCc2ccco2)c1 | 22 | -6 | -17 | 15 | -3 | 0.5 | 22 | 2 | 2 | 6 | -4 |
| 46 | Cn1cnc([N+](=O)[O-])c1Cl | -28 | 0 | 2 | -17 | 6 | -0.3 | 18 | -4 | 6 | -3 | 7 |
| 47 | CC1(C)Nc2ccccc2C(=O)N1c1ccc(Br)cc1 | -80 | -67 | -159 | -238 | -2 | 0.5 | -260 | 3 | -5 | -5 | 5 |
| 48 | O=C(C1=NN(c2ccccc2)C2C(=O)N(c3cccc(Cl)c3)C(=O)C12)c1ccccc1 (stereo unspecified) | -26 | 3 | 9 | 7 | -8 | -0.6 | 5 | -1 | -2 | 6 | -41 |
| 49 | Cc1ccccc1CSc1nnc(-c2ccco2)n1Cc1ccco1 | -5 | -11 | -22 | -13 | 7 | 0.0 | -18 | -5 | -4 | 6 | -4 |
| 50 | C[C@H]1CN([C@@H](C)CO)C(=O)c2cc(C#CCC3CCCC3)cnc2O[C@@H]1CN(C)C(=O)CC1CC1 | 1 | · | -7 | -4 | -11 | -1.8 | -20 | · | -2 | -6 | -8 |
| 51 | Cc1ccc(S(=O)(=O)NCCCC(=O)O)cc1 | -26 | -12 | -15 | -2 | -5 | 3.1 | 6 | -2 | -3 | 3 | -4 |
| 52 | Cc1ccc(/C=C(\C#N)C(=O)NC(C)c2ccccc2)o1 (stereo unspecified) | 6 | -1 | 18 | -7 | -2 | 0.6 | -6 | 0 | -9 | -3 | · |

Source: PubChem BioAssay (several laboratories)
